PMI act = activators of human PMI, primary screen, biochemical, fluorescence intensity, near-Km mannose 6-phosphate; purified human PMI, coupled resazurin fluorescence, 20 min; stronger effect = higher value; 1 = vehicle control, 0 substrate-free wells; activation factor at 20 µM; 190,000 compounds, 0.005% hits; AID 1214, 2008;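 active = activation factor of 2 or more at 20 µM, relative to plate controls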
Target sequence (P34949 whole entry, looked up): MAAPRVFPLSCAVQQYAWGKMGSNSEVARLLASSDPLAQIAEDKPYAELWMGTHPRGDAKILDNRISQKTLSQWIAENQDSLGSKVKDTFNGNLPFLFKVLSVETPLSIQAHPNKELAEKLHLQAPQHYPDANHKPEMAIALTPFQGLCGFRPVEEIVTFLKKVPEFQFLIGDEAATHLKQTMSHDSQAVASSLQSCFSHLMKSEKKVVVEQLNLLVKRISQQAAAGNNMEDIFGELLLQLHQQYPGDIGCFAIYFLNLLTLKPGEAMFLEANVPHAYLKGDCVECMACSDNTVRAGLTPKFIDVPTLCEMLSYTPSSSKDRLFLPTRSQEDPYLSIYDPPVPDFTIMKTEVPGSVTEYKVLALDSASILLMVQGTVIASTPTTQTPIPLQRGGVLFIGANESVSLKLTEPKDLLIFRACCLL
PMI act satM6P = human PMI activators, high substrate, primary screen, biochemical, fluorescence intensity, near-saturating mannose 6-phosphate | Mannose-6-phosphate isomerase (Homo sapiens), P34949 | 190,000 compounds, 0.34% hits | activation factor at 20 µM | coupled PMI enzyme assay, resazurin fluorescence, 20 min; stronger effect = higher value; 1 = untreated enzyme, 0 = substrate-free blank;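 active = activation factor of 2 or more at 20 µM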
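Test system: Human PMI in coupled enzyme assay | Input: 15 ng/mL PMI | Medium: HEPES-buffered pH 7.4 with magnesium and detergent | Compound: One concentration, 20 µM, in 1% DMSO | Incubation: Enzyme reaction with compound 20 min at room temperature | Detection: Diaphorase-driven resazurin-to-resorufin fluorescence, excitation 544, emission 590 nm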
NF-kB expr up = activators of NF-kB expression in neurons, primary screen, cell-based, HTS | human neuronal cells, NF-kB reporter expression; stronger effect = higher value | fold change at 12.5 µM | 190,000 compounds, 1.6% hits; in the data active = fold change above about 3.3
FLuc inhib CS = firefly luciferase enzyme inhibitors, primary screen, artefact control for luciferase-based inhibitor screens, biochemical, luminescence, ATPLite. inhibition, % at 10 µM. AID 1006, 2008. 10 min. 200,000 compounds, 1.5% hits;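 active = inhibition above about 50% when tested at 10 µM, limit read from the data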
Target sequence (P08659 whole entry, looked up): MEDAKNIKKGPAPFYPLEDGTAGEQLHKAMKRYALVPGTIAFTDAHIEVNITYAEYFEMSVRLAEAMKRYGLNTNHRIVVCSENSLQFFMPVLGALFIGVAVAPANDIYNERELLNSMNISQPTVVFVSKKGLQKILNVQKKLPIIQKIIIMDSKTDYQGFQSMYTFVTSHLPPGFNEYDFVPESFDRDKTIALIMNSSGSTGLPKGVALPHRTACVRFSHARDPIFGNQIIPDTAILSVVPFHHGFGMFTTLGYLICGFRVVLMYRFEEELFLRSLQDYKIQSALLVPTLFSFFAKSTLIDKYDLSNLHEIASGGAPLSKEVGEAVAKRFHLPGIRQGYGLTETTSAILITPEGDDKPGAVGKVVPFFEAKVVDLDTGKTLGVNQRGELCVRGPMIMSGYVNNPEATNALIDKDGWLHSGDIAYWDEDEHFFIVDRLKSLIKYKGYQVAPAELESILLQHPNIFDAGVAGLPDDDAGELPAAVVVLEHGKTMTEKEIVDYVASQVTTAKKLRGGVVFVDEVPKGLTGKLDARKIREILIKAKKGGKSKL
bIAP activator = bovine intestinal alkaline phosphatase activators, primary screen, biochemical, bovine IAP, CDP-star luminescence; alkaline phosphatase, intestinal [Bos taurus]; purified bovine IAP, 30 min; stronger effect = higher value; fold of DMSO-control signal, blank-subtracted; activation factor at 20 µM; 200,000 compounds, 0.17% hits; AID 1016, 2008;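 active = activation factor of 2 or more at 20 µM, a signal rise over negative controls twice the positive control's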
FLuc act counter = FLuc activators, initial screening, artefact control for FLuc-dependent activation tests, biochemical, ATPlite luminescence | ATPlite luciferase biochemical, 10 min; 0 = ATP-free wells, 1 = DMSO control | activation factor at 10 µM | 200,000 tested, under 10 active | AID 1027, 2008;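 active = luciferase activation factor, scaled between plate controls, of at least 2 with compound at 10 µM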
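Assay system: Luciferase/luciferin detection reagent, cell-free biochemical luciferase assay / Read-out: luciferase activation / Benchmarks: No-ATP low control, compound-free enzyme-plus-ATP high control / Medium: PBS buffer for ATP / Detection: luminescence measurement of luciferase light output / Schedule: 10 min at ambient temperature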
APP 5'UTR act = activators of APP 5'UTR luciferase reporter, primary screen, SH-SY5Y cells; SH-SY5Y APP 5'UTR luciferase reporter, luminescence; zero percent = DMSO vehicle wells; activation, % at 2 µM; 190,000 compounds, 1% hits; AID 1276, 2008;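 active = activation above a set limit, based on mean plus 3 SD of controls, cut at about 140% in these data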; note: values of inactives mirror those of a sister screen read the other way
TNAP inh noacc = human TNAP enzyme inhibitors, primary screen, biochemical, luminescent, no phosphate acceptor, uHTS. Alkaline phosphatase, tissue-nonspecific isozyme (Homo sapiens), P05186. purified TNAP, CDP-star luminescence, 30 min. inhibition, % at 20 µM. 200,000 compounds, 0.26% hits. AID 1012, 2008;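 active = tissue-nonspecific alkaline phosphatase inhibition above about 50% at 20 µM in the single-dose screen, limit read from the data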;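 note: 0% = DMSO negative control and 100% = EDTA positive control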
TNAP inh hiacc = human TNAP enzyme inhibitors, primary screen, biochemical, luminescent, high phosphate acceptor level, uHTS. AID 1135, 2008. inhibition, % at 20 µM. Alkaline phosphatase, tissue-nonspecific isozyme (Homo sapiens), P05186. 200,000 compounds, 0.03% hits. purified TNAP, CDP-star luminescence, 1 M DEA;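 active = over 50% inhibition of tissue-nonspecific alkaline phosphatase at 20 µM in the single-dose screen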;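 note: plate controls were DMSO wells for no effect and EDTA-quenched wells as full inhibition for full effect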
TNAP act hi DEA = TNAP activators at high phosphate acceptor level, primary screen, biochemical, luminescence, uHTS. 200,000 tested, under 10 active. activation factor at 20 µM. Alkaline phosphatase, tissue-nonspecific isozyme (Homo sapiens), P05186. purified TNAP, CDP-star luminescence, 1 M DEA, 30 min; stronger effect = higher value; 0 = EDTA background, 1 = DMSO-only activity;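 active = activation factor at least 2 at 20 µM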
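system = human TNAP | amount = enzyme diluted 1/800 final | reagent = 100 µM CDP-star substrate | signal = luminescent substrate turnover signal | dosing = one dose, 20 µM | benchmarks = EDTA negative control, DMSO positive control | measure = activation factor | timing = 30 min reaction, room temperature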
An asterisk follows results filed as active. An unsorted share of the library. Share with any hit: about 3.6%.

SMILES	PMI act	PMI act satM6P	NF-kB expr up	FLuc inhib CS	bIAP activator	FLuc act counter	APP 5'UTR act	TNAP inh noacc	TNAP inh hiacc	TNAP act hi DEA
CCOC(=O)c1[nH]c2ccccc2c1NC(=S)Nc1cc(C)ccc1C	0.9	1.1	1.61	2.8	0.9	1	-14.3	-4.5	-0.7	1
COCCNC(=O)CC(NS(=O)(=O)c1ccc(C)cc1)c1ccco1 (stereo not drawn)	0.9	1	1.29	6.9	1	0.9	4.8	-11.1	-2.6	1
NC(=O)C1=C[C@H](C2CCCCC2)C[C@H](OCc2ccc(CO)cc2)O1	0.9	0.7	3.84*	-3.4	1	1	125.5	-8.5	-10.4	1.1
O=C(Cc1ccccc1)Nc1nnc(-c2ccco2)o1	1	1	1.16	-4.9	1.1	1	-21.5	-14.7	-4.3	1
CC1Cc2ccccc2N1C(=S)NC(=O)c1ccc(Cl)cc1Cl (stereo not drawn)	1	1.1	0.93	-4.3	0.9	1	14.2	13.5	6.7	0.9
CC(C)=C1C2CCC1C1C(=O)N(NC(=O)COc3ccc(Cl)c(C)c3)C(=O)C21 (stereo not drawn)	1	1	0.93	-4.9	0.9	1	2.0	-9.4	-1.9	1
Cc1[nH]n(-c2ccccc2)c(=O)c1S(=O)(=O)c1ccccc1	0.9	0.9	0.89	-6.3	0.9	1.1	5.8	-11.9	-7.5	1.1
Cc1cc(C)c2nc(N3CCC(C(=O)NCc4ccccn4)CC3)sc2c1	1	1	1.46	-1.0	1.1	1	-2.1	-7.7	-5.9	1.1
CCNC(=O)COC(=O)c1ccc(NS(=O)(=O)c2ccc3c(c2)OCCO3)cc1	1	1.1	1.25	-5.7	0.9	1.1	8.2	-14.7	-2.8	1
Cc1ccc(S(=O)(=O)NCCNC(=O)CN2CCCC2)cc1	1.1	1.1	1.07	-4.1	1	1	-11.5	2.3	-1.5	1
CN(C)S(=O)(=O)c1ccc(N2CCCC2)c(C(=O)Nc2nc3c(ccc4ccccc43)s2)c1	0.9	0.8	0.93	0.2	0.7	1	10.3	-4.8	-3.0	1
Fc1ccc(N2CCN(c3nc(CN4CCOCC4)nc4scc(-c5ccccc5)c34)CC2)cc1	0.9	1	0.54	-6.1	1.2	1.1	0.5	-17.7	-5.1	1.1
Cc1cc(C(=O)N/N=C/c2ccc(OCc3ccccc3)cc2)c(C)o1	0.9	0.9	1.09	-0.4	1	1	-2.6	-30.4	-9.1	1.1
O=C(Nn1cc(C(=O)Nc2ccc(F)cc2F)c2ccccc2c1=O)c1cnccn1	1	1	0.83	-1.5	1.3	1	11.0	-3.8	2.1	1
Cn1c(SCc2ccc(F)cc2)nnc1-c1cccs1	1.1	1	2.25	-1.8	0.8	1	121.4	-2.9	-11.0	1.1
Clc1cc(Br)ccc1OCCCn1ccnc1	1.1	1	1.17	6.8	0.4	0.9	0.2	-6.6	-7.2	1.1
CCNC(=O)CSc1nnc(-c2ccccc2Br)n1-c1cccc(C(F)(F)F)c1	0.9	1.1	1.06	-2.9	0.6	1	-1.1	-16.0	-1.8	1
COc1cccc(C(=O)/C=C/Nc2ccc(NC(C)=O)cc2)c1	0.9	0.9	1.15	27.6	0.8	0.7	60.2	-1.7	4.9	1
O=C(NN=C1CCCCCC1)c1cccnc1	1.2	1.1	1.34	3.1	1.2	1	0.5	27.8	-5.2	1.1
O=C(/C=C/c1ccccc1[N+](=O)[O-])NCc1ccc(Cl)cc1	1.1	1	1.21	-4.0	1	1	3.5	-4.4	-1.8	1

NF-kB expr up: what is marked active above
structure	PMI act	PMI act satM6P	NF-kB expr up	FLuc inhib CS	bIAP activator	APP 5'UTR act	TNAP inh noacc	TNAP inh hiacc	TNAP act hi DEA
NC(=O)C1=C[C@H](C2CCCCC2)C[C@H](OCc2ccc(CO)cc2)O1	0.9	0.7	3.84*	-3.4	1	125.5	-8.5	-10.4	1.1

(next part)
SMILES	PMI act	PMI act satM6P	NF-kB expr up	FLuc inhib CS	bIAP activator	FLuc act counter	APP 5'UTR act	TNAP inh noacc	TNAP inh hiacc	TNAP act hi DEA
COc1ccc(CNC(=O)C2=C(C)C(=O)OC23CCC(C)CC3)cc1 (stereo not drawn)	1.1	1.1	1.21	6.8	1	0.9	11.6	25.0	1.5	1
Cc1ccccc1NC(=S)N/N=C1\CC(C)(C)Oc2ccc(O)cc21	0.9	1	1.06	2.7	0.9	1	22.9	4.1	6.5	0.9
CC(CCc1ccco1)NC(=O)Cn1ncc2c(=O)oc3ccccc3c21 (stereo not drawn)	1.1	1.1	1.11	-5.8	1	1.1	6.3	-8.1	-2.1	1
O=c1oc2cc(OCc3ccc(C(F)(F)F)cc3)ccc2cc1-c1ccccn1	1.1	1	1.14	-2.5	1	1	13.5	-5.4	2.2	1
O=C(COc1nc2ccccc2nc1N1CCOCC1)NCC(F)(F)F	0.9	0.9	0.88	-4.7	0.9	1	1.4	-8.4	-0.1	1
COc1cc(-c2cc(=O)c3ccccc3o2)ccc1O	0.9	0.9	1.74	4.0	0.8	1	23.6	-6.0	6.3	0.9
CCOC(=O)c1ccc(NC2=CC(=O)CC(c3ccco3)C2)cc1 (stereo not drawn)	0.9	0.9	1.03	-6.7	0.9	1.1	17.0	-4.4	-5.1	1.1
COc1ccc2c(=O)c3c(=O)n(Cc4ccco4)c(-c4cc(OC)c(OC)c(OC)c4)nc3oc2c1	1.2	1	0.86	-1.9	0.9	1	2.0	-2.6	3.5	1
CC(C)C(NS(=O)(=O)c1cccc2nsnc12)C(=O)NCCC1=CCCCC1 (stereo not drawn)	1.1	1.1	0.77	-8.5	0.8	1.1	11.4	14.2	-1.4	1
Cc1nnc(SCc2ccc(C(=O)c3ccc(Cl)cc3)o2)n1-c1ccccc1	1.1	1.1	0.99	19.2	0.9	0.8	2.4	-1.7	1.0	1

Three compounds already listed, sorted by the number in TNAP inh hiacc, highest first.
compound | PMI act | PMI act satM6P | NF-kB expr up | FLuc inhib CS | bIAP activator | APP 5'UTR act | TNAP inh noacc | TNAP inh hiacc | TNAP act hi DEA
Cc1ccccc1NC(=S)N/N=C1\CC(C)(C)Oc2ccc(O)cc21 | 0.9 | 1 | 1.06 | 2.7 | 0.9 | 22.9 | 4.1 | 6.5 | 0.9
COc1cc(-c2cc(=O)c3ccccc3o2)ccc1O | 0.9 | 0.9 | 1.74 | 4.0 | 0.8 | 23.6 | -6.0 | 6.3 | 0.9
CCOC(=O)c1ccc(NC2=CC(=O)CC(c3ccco3)C2)cc1 (stereo not drawn) | 0.9 | 0.9 | 1.03 | -6.7 | 0.9 | 17.0 | -4.4 | -5.1 | 1.1

Further compounds
SMILES	PMI act	PMI act satM6P	NF-kB expr up	FLuc inhib CS	bIAP activator	FLuc act counter	APP 5'UTR act	TNAP inh noacc	TNAP inh hiacc	TNAP act hi DEA
CCS(=O)(=O)NCCc1csc(-c2cccnc2)n1	0.9	1	1	-2.6	1	1	-8.6	-11.6	-2.2	1
COc1ccc(C(=O)COc2ccc(NC(C)=O)cc2)cc1	0.9	0.9	1.01	-0.4	0.9	1	4.2	-13.1	-4.3	1
O=C(CN1C(=O)C2CC=CCC2C1=O)Nc1nnc(SCc2ccc(Cl)cc2)s1 (stereo not drawn)	0.8	0.9	1.35	-2.4	1	1	-3.6	-6.7	-4.4	1
COCCn1c(=O)[nH]c2cc(C(=O)NCCCN3CCN(c4ccc(F)cc4)CC3)ccc2c1=O	1.2	1.1	0.8	-7.4	1	1.1	7.7	2.0	-8.0	1.1
CC(=O)Oc1ccc(Nc2ccccc2)cc1	0.8	0.8	3.08	4.6	0.9	1	5.8	-1.1	0.5	1
O=C(Nc1ccc(Cl)c(S(=O)(=O)Nc2ccccc2Cl)c1)c1cccs1	0.9	0.9	0.94	-3.8	1.1	1	-5.6	-3.9	-3.0	1
COc1ccc(OC)c(NS(=O)(=O)c2ccc(NC(=O)C3COc4ccccc4O3)cc2)c1 (stereo not drawn)	0.8	0.8	0.74	-6.3	0.9	1.1	-7.5	-6.7	-0.7	1
CCc1c(C)sc(NC(=O)c2cc(C)no2)c1C#N	0.8	0.9	1.26	30.6	0.9	0.7	-12.8	-11.8	-2.8	1
Clc1ccc(-n2cccc2)cn1	1.1	1	1	-2.8	1.1	1	-9.0	-11.6	-3.4	1
CCCCCc1nnc(NS(C)(=O)=O)s1	1.2	1.1	1.06	-3.6	0.8	1	0.9	-10.6	-2.8	1
Cc1ccc(NC(=O)Cn2nnc(C(=O)NCc3ccccc3)c2N)cc1C	1	1	1.18	-3.5	0.9	1	-8.6	-5.2	3.4	1
Cc1cc(C)c2c(N=NN(C)C)[nH]nc2n1	1.4	1.5	1.5	-4.5	1.2	1	10.7	52.4*	-1.5	1
CCOC(=O)C1CCCN(c2cc(NCCCO)c([N+](=O)[O-])c3nonc23)C1 (stereo not drawn)	0.7	0.4	0.95	-7.2	0.9	1.1	-18.1	-0.2	3.0	1
Cc1cccc2nc(CSc3nc4ccc([N+](=O)[O-])cc4[nH]3)c(Br)n12	1	1.2	0.52	0.0	0.5	1	14.5	-93.8	-2.3	1
CCN(CC)CCNC(=O)NC(=O)c1ccc(Cl)cc1	0.8	0.5	1	1.0	1	1	13.7	-0.4	4.4	1
O=C(COc1cccc(F)c1)N[C@@H](Cc1ccccc1)c1nc2ccccc2[nH]1	1.1	0.9	0.92	-1.1	0.6	1	-0.5	-28.4	-3.2	1
O=C(O)CSc1nc2c(c(C(F)(F)F)n1)CCCC2	1.1	1.1	1.04	-4.3	1.1	1	-4.4	-5.4	-2.5	1
Cc1ccccc1N=CC=C1OC(C)(C)C(C)(C)O1	1.3	1.4	0.93	2.6	1.1	1	-7.3	-4.5	-6.8	1.1
O=C(CCc1ccc(S(=O)(=O)N2CCOCC2)cc1)NCCCN1CCCC1=O	1	1	1.2	-6.3	0.9	1.1	1.0	-11.6	-6.0	1.1
COc1ccc(Cn2c(-c3ccc(Cl)cc3)c[n+]3ccccc23)cc1	1	1.1	2.11	7.2	1	0.9	71.2	-2.5	3.0	1
CCn1c(COc2ccc(=O)n(-c3ccccc3)n2)nnc1SCC(=O)OC	1	1	1.27	-3.6	1.1	1	11.7	-6.3	-1.0	1
O=C(CCCSc1nc2ccccc2c(=O)[nH]1)c1ccc(F)cc1	0.9	0.9	0.96	-2.1	0.9	1	2.1	-4.5	-1.8	1

Screening data from PubChem BioAssay.
